# Rtt109 Vps75: inhibitors of Candida albicans Rtt109/Vps75 histone acetyltransferase; inhibition, % at 34.9 µM; purified Rtt109/Vps75, ThioGlo CoA-SH fluorescence, 4 h; 330,000 tested, 0.16% active;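 active means inhibition of at least 50% in every replicate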
# Target sequence (Q5AAJ8 whole entry, looked up): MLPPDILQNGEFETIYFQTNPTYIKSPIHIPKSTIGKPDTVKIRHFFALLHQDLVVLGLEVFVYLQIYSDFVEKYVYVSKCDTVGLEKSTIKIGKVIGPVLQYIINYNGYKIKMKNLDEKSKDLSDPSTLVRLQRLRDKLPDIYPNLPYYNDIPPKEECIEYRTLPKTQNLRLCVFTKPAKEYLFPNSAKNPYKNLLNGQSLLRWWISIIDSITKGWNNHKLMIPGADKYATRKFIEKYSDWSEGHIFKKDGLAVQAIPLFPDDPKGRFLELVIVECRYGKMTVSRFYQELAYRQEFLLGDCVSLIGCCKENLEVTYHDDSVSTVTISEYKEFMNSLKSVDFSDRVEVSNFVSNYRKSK
# CAL PDZ FP-1: human CAL PDZ-peptide interaction inhibition; Q9HD26; purified CAL PDZ, TMR-peptide fluorescence polarization, 1 h; inhibition, % at 20 µM; 330,000 tested, 0.02% active; AID 504414;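 active means highest replicate inhibition of at least 40%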;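 further: plate controls were DMSO neutral control wells for no effect and unlabeled competitor peptide control wells for full effect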
#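 Test system: tagged CAL PDZ domain / Buffer or medium: sodium phosphate/NaCl buffer pH 7.4 with TCEP, IgG, Thesit / Reagent: TMR-labelled reporter peptide T*-PRC34 bound in PDZ groove / Compound dosing: single point, 20 µM / Schedule: 1 h incubation at room temperature before polarization reading / Technique: fluorescence polarization (mP) / Benchmarks: unlabelled peptide, DMSO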
# dFosB act: activators of mouse delta FosB homodimer. P13346. purified delta FosB, TAMRA-CDK5 oligo fluorescence polarization; percent of positive-control signal above neutral wells. activation, % at 25 µM. 340,000 tested, 0.99% active;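 active means mean activation above about 17%, with every replicate also reaching it, limit read from the data, passing the limit was not always enough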;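 further: fluorescence polarization rise as delta FosB binds a TAMRA Cdk5 AP-1 oligo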
# CDK5 inh: blocks human CDK5/p35 kinase activity. Q00535+Q15078. inhibition, % at 10 µM. Recombinant CDK5/p35, ADP-Glo luminescence, 60 min. 330,000 tested, 0.01% active. AID 488839;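 active means highest replicate inhibition of at least 50% and at least 75% of replicates reaching 50%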;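 further: plate controls were DMSO neutral control for no effect and GW8510 at 10 µM for full effect; many of its hits are not listed in these tables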
# Target sequence (Q00535 whole entry, looked up): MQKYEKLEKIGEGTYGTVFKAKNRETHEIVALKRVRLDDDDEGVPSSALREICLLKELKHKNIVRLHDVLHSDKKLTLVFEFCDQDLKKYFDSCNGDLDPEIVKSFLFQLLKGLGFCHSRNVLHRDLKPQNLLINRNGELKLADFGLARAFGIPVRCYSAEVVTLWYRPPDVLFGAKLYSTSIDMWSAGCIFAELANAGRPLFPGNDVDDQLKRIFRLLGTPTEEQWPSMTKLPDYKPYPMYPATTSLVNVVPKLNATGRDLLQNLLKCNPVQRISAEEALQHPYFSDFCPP
# Target sequence (Q15078 whole entry, looked up): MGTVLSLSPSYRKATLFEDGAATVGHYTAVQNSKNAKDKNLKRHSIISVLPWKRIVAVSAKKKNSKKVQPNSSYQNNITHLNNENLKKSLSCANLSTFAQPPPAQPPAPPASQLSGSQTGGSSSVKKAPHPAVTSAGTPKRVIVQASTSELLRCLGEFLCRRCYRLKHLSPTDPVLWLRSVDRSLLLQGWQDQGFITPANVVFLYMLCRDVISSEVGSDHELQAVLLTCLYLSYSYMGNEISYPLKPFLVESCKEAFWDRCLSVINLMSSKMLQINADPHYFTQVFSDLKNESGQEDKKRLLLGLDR
# CAL PDZ FP-2: CAL PDZ (human) peptide binding inhibition. Q9HD26. purified CAL PDZ, TMR-peptide fluorescence polarization, 1 h. inhibition, % at 24.9 µM. 300,000 tested, 0.92% active. AID 602252;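 active means mean inhibition of at least 30% with at least half of replicates also reaching 30%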;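 further: 0% = DMSO neutral control and 100% = excess unlabeled competitor peptide PRC23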
# Tat export inh: E. coli Tat transport inhibition; 340,000 tested, 0.036% active; inhibition, % at 10 µM; AID 488895; E. coli MC4100 TorA-mCherry Tat export, fluorescence;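 active means mean replicate inhibition at least 50% and at least half of replicates individually reaching 50%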;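 further: exported cargo escapes ClpAP degradation while cytoplasmic cargo is degraded and loses fluorescence; 0% = median of neutral control wells and 100% = median of NaSCN control wells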
# Wnt bcat act: Wnt/beta-catenin pathway activation; Wnt/beta-catenin reporter cell assay, activator, plate reader; activation, % at 9.35 µM; 300,000 tested, 1.2% active; in the data active means activation above about 30%, passing the limit was not always enough;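 further: 0% = neutral control wells and 100% = positive control wells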
# MITF TRPM1 HTS: increases MITF-driven TRPM1 promoter luciferase signal; SK-MEL-5 TRPM1-promoter luciferase, 24 h; % of positive control, neutral wells = 0; activation, % at 12.5 µM; 300,000 tested, 0.75% active;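 active means mean activation of at least 80% with every replicate also reaching 80%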;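 further: 0% = neutral control wells and 100% = parthenolide positive control wells; values of inactives mirror those of a sister screen read the other way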
# V-ATPase pH: regulators of yeast V-ATPase proton transport. S. cerevisiae, pHLuorin cytosolic pH fluorescence. response, % at 10 µM. 350,000 tested, 0.37% active; in the data active means response mostly above about 7.3%, no sharp cut-off; inactive means mostly below about 5.4%; further: actives read high; inactives centre near 0; some compounds called inactive have numbers as strong as hits
# cardiac RTF act: increases calcium sensitivity of human cardiac regulated thin filaments; activation, % at 7.2 µM; IANBD-labeled TnC RTF fluorescence at EC20 calcium; 0% EC20 calcium, 100% full calcium; 340,000 tested, 0.24% active; P19429+P45379; AID 493008;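 active means activation above the mean over all tested compounds plus 3 SD, cut at about 30% in these data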;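 further: rise in fluorescence read as greater calcium sensitivity of cardiac thin filaments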
# Numbers without * were called inactive; / = not tested or not shown.
SMILES,Rtt109 Vps75,CAL PDZ FP-1,dFosB act,CDK5 inh,CAL PDZ FP-2,Tat export inh,Wnt bcat act,MITF TRPM1 HTS,V-ATPase pH,cardiac RTF act
O=C1CCc2cc(S(=O)(=O)N3CCN(C(=O)c4ccco4)CC3)ccc2N1,-4,-2.5,-2,0.4,/,-4,/,12,-6,1
COc1ccccc1C(=O)NC(=O)COC(=O)c1ccc([N+](=O)[O-])cc1,3,-1.4,-13,2.2,3,-8,-2,0,-4,-3
O=C(N/N=C/c1ccco1)c1cc(-c2ccccc2)nc2ccccc12,17,-1.9,-11,0.2,/,2,0,-13,-2,9
CCCCc1cc(=O)oc2cc(C)cc(OCC(=O)NCc3ccncc3)c12,3,-1.2,-24,-2.3,0,0,0,-3,3,4
Cc1ccc(-n2cc(CN3CCNC(=O)CC3)c(-c3cccc(C)c3)n2)cc1,15,-0.7,-6,-1.4,0,5,/,20,0,5
CCNC(=S)NNC(=O)c1csc(C)c1,-1,0.4,-6,-2.8,-1,-3,0,-7,-4,6
O=C1N=c2ccccc2=C1c1c(O)[nH]c2c(C(F)(F)F)cccc12,-1,-1.2,-5,-1.3,3,3,1,-26,1,-6
COc1ccc(C2=NN(CN3C(=O)C(=O)c4ccccc43)C(c3ccc(OC)cc3)C2)cc1 (stereo unspecified),/,0.4,2,-1.0,-1,8,54*,56,-3,7
CC1CCN(S(=O)C23CC4CC(CC(C4)C2)C3)CC1 (stereo unspecified),4,0.3,-1,1.2,0,0,0,-2,4,-3
Cc1ccc2ncnc(Oc3ncccc3[N+](=O)[O-])c2c1,12,-0.3,-8,0.2,-2,-9,18,1,-1,2
Cc1c(C(=O)Nc2ccc(Cl)cc2)c2ccccn2c1C(=O)c1ccccc1,-2,-1.4,-2,-1.9,-5,1,-1,/,1,2
O=C(COc1cc(O)c2c(=O)cc(-c3ccccc3)oc2c1)c1ccc(F)cc1,/,-2.2,-13,-2.3,-2,-1,1,3,1,-3
CCCCN(C(=O)/C=C/c1ccc(OCC(C)C)c(OCC)c1)c1c(N)n(CCC)c(=O)[nH]c1=O,4,-1.6,3,2.2,-3,4,-3,-2,1,-8
Cn1c(=S)c2[nH]c(SCCN)nc2n(C)c1=O,-9,-1.2,-4,0.5,-3,-7,-1,-2,-1,-5
CCOC(=O)c1cccc(S(=O)(=O)N(CCO)Cc2cc3cc(OC)ccc3[nH]c2=O)c1,-9,-0.7,-4,0.2,/,-10,-4,-12,3,-2
CC(Oc1ccc(Cl)cc1Cl)c1ccnc2nc(N3CCOCC3)nn12 (stereo unspecified),-7,-1.6,-15,-1.0,-7,11,1,-4,0,2
Cn1c(=O)oc2cc(S(=O)(=O)NCc3ccncc3)ccc21,-2,/,-3,1.0,-2,0,/,/,-4,1
COc1ccc(OCC(=O)Nc2c3c(nn2-c2ccccc2)CS(=O)(=O)C3)cc1,-6,-2.4,-4,-0.2,-1,-13,1,1,3,2
O=C(CCN1C(=O)[C@@H]2Cc3ccccc3CN2C1=O)N[C@@H](Cc1ccccc1)C(=O)O,-7,-0.3,0,1.0,3,-5,-1,/,4,2
CCOC(=O)c1cccc(NC(=O)c2ccc(N(C)C)cc2)c1,3,-1.4,0,-0.7,5,1,-1,4,1,9
CC(C)(C)OC(=O)C[C@@H]1C/C=C\C[C@H](CC(=O)N[C@H](CO)Cc2ccccc2)C(=O)N[C@H](Cc2ccccc2)COC1=O,6,-1.2,-1,-0.6,-1,5,-1,6,2,-2
CCN1CCCC1CNC(=O)CCc1nc(-c2ccc(C)cc2)no1 (stereo unspecified),4,-0.5,-13,0.9,-1,-7,-5,16,8,-3
Cn1c(=O)c2c(nc(SCCCC#N)n2Cc2ccccc2F)n(C)c1=O,-19,-1.1,-3,-9.6,/,31,-1,/,3,12
Cc1ccc(-c2nnc(Nc3ccc(OCC(N)=O)cc3)c3ccccc23)cc1S(N)(=O)=O,2,/,-12,3.3,-1,-1,4,1,1,-2
CC1CCN(C(=O)CNC(=O)c2ccc(Br)o2)CC1,4,-3.3,0,-7.0,2,4,38*,71,4,4
COc1ccc(OCC(=O)Nc2cc3oc4ccccc4c3cc2OC)cc1,-1,-0.9,5,/,-1,-4,/,5,0,3
Cn1nc(-c2ccccc2)c(-c2nc(-c3cccc(C(F)(F)F)c3)no2)c1Cl,-7,-2.8,-8,0.1,0,-1,5,13,2,3
CCOc1ccc2nc(NC(=O)Nc3ccccc3)sc2c1,-2,0.5,2,0.5,9,1,/,63,3,3
COc1ccccc1CNC(=O)c1cc(C(=O)CC(C)C)c[nH]1,9,0.0,-5,-1.6,-7,0,1,-4,-3,-2
COCCC(=O)N1CCC(Oc2ccc(C(=O)NCCCC3CCCC3)cc2)CC1,-8,0.9,-7,-1.1,-4,22,-2,-3,5,-1
Cc1ccc(-c2ccc(C(=O)NCc3ccc(Cl)cc3)o2)c2ccccc12,-3,0.5,-5,-1.5,-5,-2,-1,-11,3,-5
COc1ccc(OCc2ccc(C(=O)NN)cc2)cc1,4,-2.4,-1,-1.1,/,2,/,-4,3,-5
Cc1sc2nc(N)sc2c1C,-6,/,-1,-0.5,-3,-1,-2,-4,-4,-4
COc1ccc(C(=O)NC2(C(F)(F)F)NC(=O)N(CCCc3ccccc3)C2=O)c(OC)c1OC (stereo unspecified),-2,-0.2,-16,0.9,-3,3,/,-1,4,6
COc1cc(C(O)c2nc3ccccc3n2C)cc(OC)c1OC (stereo unspecified),4,-3.6,-6,0.2,-2,6,-1,3,2,-2
CC(=O)c1cccc(NC(=O)Nc2nc(C)cc(C)n2)c1,-3,-1.4,-2,-1.8,7,-4,8,21,4,9
Clc1cccc(N2CCN(Cc3nc(-c4ccccc4)no3)CC2)c1,-27,-0.4,-2,1.4,-2,5,-2,2,-1,4
CC(C)(C(N)=O)N1CCN(c2ncc(C(F)(F)F)cc2Cl)CC1,7,-1.4,-2,-0.2,-2,-3,/,1,-3,13
COc1cccc2cc(CC(=O)c3ccc(C)c(C)c3)c(=O)oc12,/,-0.4,-5,-0.3,25,-10,7,58,2,1
O=C(c1ccc2nc(Cc3cccc(Cl)c3)oc2c1)N1CCOCC1,1,-2.1,-4,1.5,-5,0,19,102*,0,-4
Cc1ccc(SCc2nc3ncccn3c2Br)cc1,7,-0.6,1,0.7,/,2,9,/,0,/
OCCNCc1cccc(-c2ccccc2)c1O,5,0.5,-2,-1.2,1,7,2,11,2,10
Cc1cccn2c(=O)nc(SCC(=O)N3CCCC3)nc12,3,-0.9,-6,0.9,5,-12,-2,-6,0,0
COC(=O)[C@]12C(=O)NC[C@H](CN1c1ccc(C(F)(F)F)cc1)N2C,-5,-1.6,1,-2.3,1,3,-2,0,-1,5
C#CCOCCOCCOCCNc1nc(N2CCOCC2)nc(N2CCN(C(=O)CCCCCCCCCCNC(=O)[C@@H](CCSC)n3cc(CCO)nn3)CC2)n1,9,-0.6,-3,1.0,-2,3,-2,17,2,-4
COc1ccc(NC(=O)CSc2nnc(NC(=O)C3CCC3)s2)c(OC)c1,-2,-0.4,3,-0.9,/,-7,1,-2,5,0
CCOC(=O)C1(O)CC(C)=NN1C(=O)c1cccc(Br)c1 (stereo unspecified),0,-1.9,-7,-0.1,-9,-2,0,-8,-2,3
Cc1cc(C)n(S(=O)(=O)c2cccc([N+](=O)[O-])c2)n1,8,0.3,0,0.5,1,2,8,/,-3,-4
O=C(O)c1ccc(-c2ccc(-c3ccccc3)cc2)s1,16,-4.9,-9,-0.3,-6,4,/,-81,-2,-13

# 15 consecutive compounds out of the list so far, for reference:
SMILES,Rtt109 Vps75,CAL PDZ FP-1,dFosB act,CDK5 inh,CAL PDZ FP-2,Tat export inh,Wnt bcat act,MITF TRPM1 HTS,V-ATPase pH,cardiac RTF act
COc1ccc(OCc2ccc(C(=O)NN)cc2)cc1,4,-2.4,-1,-1.1,/,2,/,-4,3,-5
Cc1sc2nc(N)sc2c1C,-6,/,-1,-0.5,-3,-1,-2,-4,-4,-4
COc1ccc(C(=O)NC2(C(F)(F)F)NC(=O)N(CCCc3ccccc3)C2=O)c(OC)c1OC (stereo unspecified),-2,-0.2,-16,0.9,-3,3,/,-1,4,6
COc1cc(C(O)c2nc3ccccc3n2C)cc(OC)c1OC (stereo unspecified),4,-3.6,-6,0.2,-2,6,-1,3,2,-2
CC(=O)c1cccc(NC(=O)Nc2nc(C)cc(C)n2)c1,-3,-1.4,-2,-1.8,7,-4,8,21,4,9
Clc1cccc(N2CCN(Cc3nc(-c4ccccc4)no3)CC2)c1,-27,-0.4,-2,1.4,-2,5,-2,2,-1,4
CC(C)(C(N)=O)N1CCN(c2ncc(C(F)(F)F)cc2Cl)CC1,7,-1.4,-2,-0.2,-2,-3,/,1,-3,13
COc1cccc2cc(CC(=O)c3ccc(C)c(C)c3)c(=O)oc12,/,-0.4,-5,-0.3,25,-10,7,58,2,1
O=C(c1ccc2nc(Cc3cccc(Cl)c3)oc2c1)N1CCOCC1,1,-2.1,-4,1.5,-5,0,19,102*,0,-4
Cc1ccc(SCc2nc3ncccn3c2Br)cc1,7,-0.6,1,0.7,/,2,9,/,0,/
OCCNCc1cccc(-c2ccccc2)c1O,5,0.5,-2,-1.2,1,7,2,11,2,10
Cc1cccn2c(=O)nc(SCC(=O)N3CCCC3)nc12,3,-0.9,-6,0.9,5,-12,-2,-6,0,0
COC(=O)[C@]12C(=O)NC[C@H](CN1c1ccc(C(F)(F)F)cc1)N2C,-5,-1.6,1,-2.3,1,3,-2,0,-1,5
C#CCOCCOCCOCCNc1nc(N2CCOCC2)nc(N2CCN(C(=O)CCCCCCCCCCNC(=O)[C@@H](CCSC)n3cc(CCO)nn3)CC2)n1,9,-0.6,-3,1.0,-2,3,-2,17,2,-4
COc1ccc(NC(=O)CSc2nnc(NC(=O)C3CCC3)s2)c(OC)c1,-2,-0.4,3,-0.9,/,-7,1,-2,5,0

# Compound activity deposited in PubChem BioAssay by several laboratories.
